# Bioassay records from PubChem.
# PMI activator: activators of human phosphomannose isomerase; purified human PMI, coupled resazurin fluorescence, 20 min; active compounds read high; 1 = vehicle control, 0 substrate-free wells; P34949; actives 0.005% (n = 190,000); activation factor at 20 µM;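 active = activation factor of 2 or more at 20 µM, relative to plate controls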
# Target sequence (P34949 whole entry, looked up): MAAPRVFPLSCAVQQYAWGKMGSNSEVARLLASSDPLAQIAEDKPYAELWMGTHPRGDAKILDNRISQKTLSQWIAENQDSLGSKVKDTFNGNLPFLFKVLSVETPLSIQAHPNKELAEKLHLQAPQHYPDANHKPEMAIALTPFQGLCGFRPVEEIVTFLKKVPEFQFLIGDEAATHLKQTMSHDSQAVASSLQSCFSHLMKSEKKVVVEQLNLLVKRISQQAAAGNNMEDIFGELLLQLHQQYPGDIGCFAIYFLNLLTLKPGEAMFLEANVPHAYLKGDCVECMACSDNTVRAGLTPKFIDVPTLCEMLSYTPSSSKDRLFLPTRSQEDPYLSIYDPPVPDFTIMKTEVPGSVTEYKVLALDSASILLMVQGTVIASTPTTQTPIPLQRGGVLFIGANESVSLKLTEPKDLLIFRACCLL
# NF-kB neuron act: NF-kB expression increase, human neuronal cells | NF-kB reporter expression; active compounds read high | fold change at 12.5 µM | actives 1.6% (n = 190,000); in the data active = fold change above about 3.3
# FLuc stim CS: firefly luciferase counter-screen for stimulation assays | P08659 | ATPlite luciferase biochemical, luminescence, 10 min; 0 = ATP-free wells, 1 = DMSO control | activation factor at 10 µM | 200,000 tested, under 10 active | AID 1027;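 active = luciferase activation factor, scaled between plate controls, of at least 2 with compound at 10 µM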
#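 test system = cell-free luciferase reagent | medium = PBS as buffer for the ATP substrate | dosing = test compounds dosed from 2 mM stocks in 100% DMSO | incubation = 10 min at ambient temperature | detection = luminescence measurement of luciferase light output | benchmarks = low control with PBS replacing ATP, high control enzyme plus ATP without compound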
# TNAP act hi DEA: increases human TNAP activity under high phosphate acceptor concentration. activation factor at 20 µM. P05186. purified TNAP, CDP-star luminescence, 1 M DEA, 30 min; active compounds read high; 0 = EDTA background, 1 = DMSO-only activity. AID 1136. 200,000 tested, under 10 active;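 active = activation factor at least 2 at 20 µM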
# Target sequence (P05186 whole entry, looked up): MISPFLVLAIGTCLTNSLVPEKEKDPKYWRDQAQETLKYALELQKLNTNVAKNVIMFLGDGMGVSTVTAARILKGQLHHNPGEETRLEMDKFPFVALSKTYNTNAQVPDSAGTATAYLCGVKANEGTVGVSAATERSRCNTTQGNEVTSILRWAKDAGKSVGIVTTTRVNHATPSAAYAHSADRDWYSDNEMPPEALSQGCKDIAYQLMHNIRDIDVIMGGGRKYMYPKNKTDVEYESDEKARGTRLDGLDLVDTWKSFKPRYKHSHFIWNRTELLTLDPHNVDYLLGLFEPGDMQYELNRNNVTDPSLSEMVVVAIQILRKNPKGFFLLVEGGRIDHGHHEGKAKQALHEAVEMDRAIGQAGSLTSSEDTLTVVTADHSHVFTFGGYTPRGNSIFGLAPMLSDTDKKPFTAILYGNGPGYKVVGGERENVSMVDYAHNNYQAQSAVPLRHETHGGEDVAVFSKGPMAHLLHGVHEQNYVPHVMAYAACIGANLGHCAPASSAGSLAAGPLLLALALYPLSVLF
#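 Dosing: 20 µM single point. System: human TNAP. Amount: TNAP 1/800 final. Incubation: 30 min, room temperature. Read-out: TNAP activation factor scaled between EDTA and DMSO control wells. Signal: luminescence from CDP-star hydrolysis. Medium: 1 M DEA, pH 9.8, Mg2+, Zn2+. Control set: EDTA negative control, DMSO positive control.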
# FLuc inh counter: counter-screen for luciferase assay inhibitors: firefly luciferase inhibition; P08659; ATPLite firefly luciferase biochemical luminescence, 10 min; inhibition, % at 10 µM; actives 1.5% (n = 200,000); AID 1006;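 active = inhibition above about 50% when tested at 10 µM, limit read from the data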
# TNAP inh hiacc: blocks human TNAP under high phosphate acceptor concentration. P05186. purified TNAP, CDP-star luminescence, 1 M DEA. inhibition, % at 20 µM. actives 0.03% (n = 200,000). AID 1135;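 active = over 50% inhibition of tissue-nonspecific alkaline phosphatase at 20 µM in the single-dose screen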;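 note: plate controls were DMSO wells for no effect and EDTA-quenched wells as full inhibition for full effect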
# TNAP inh no acc: inhibitors of human TNAP without phosphate acceptor | purified TNAP, CDP-star luminescence, 30 min | actives 0.26% (n = 200,000) | inhibition, % at 20 µM;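 active = tissue-nonspecific alkaline phosphatase inhibition above about 50% at 20 µM in the single-dose screen, limit read from the data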;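 note: 0% = DMSO negative control and 100% = EDTA positive control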
# APP 5'UTR act: activates APP 5'UTR luciferase reporter; SH-SY5Y APP 5'UTR luciferase reporter, luminescence; zero percent = DMSO vehicle wells; activation, % at 2 µM; actives 1% (n = 190,000); AID 1276;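 active = activation above a set limit, based on mean plus 3 SD of controls, cut at about 140% in these data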; note: values of inactives mirror those of a sister screen read the other way
# bIAP act: increases bovine intestinal alkaline phosphatase activity | actives 0.17% (n = 200,000) | activation factor at 20 µM | AID 1016 | purified bovine IAP, CDP-star luminescence, 30 min; active compounds read high; fold of DMSO-control signal, blank-subtracted;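 active = activation factor of 2 or more at 20 µM, a signal rise over negative controls twice the positive control's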
# PMI act satM6P: increases human PMI activity with near-saturating mannose 6-phosphate | P34949 | coupled PMI enzyme assay, resazurin fluorescence, 20 min; active compounds read high; 1 = untreated enzyme, 0 = substrate-free blank | activation factor at 20 µM | actives 0.34% (n = 190,000) | AID 1216;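 active = activation factor of 2 or more at 20 µM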
#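 Test system – human PMI in coupled enzyme assay · Timing – 20 min incubation at room temperature · Detection – Diaphorase-driven resazurin-to-resorufin fluorescence, excitation 544, emission 590 nm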
# * hit, by the source's call; x = no result given.
SMILES,PMI activator,NF-kB neuron act,FLuc stim CS,TNAP act hi DEA,FLuc inh counter,TNAP inh hiacc,TNAP inh no acc,APP 5'UTR act,bIAP act,PMI act satM6P
COCCCNC(=O)c1ccc(CN2CCc3ccccc3C2)cc1,1,1.2,1,1.1,-4,-7,-14,6,0.9,0.9
O=C(OCc1ccco1)c1ccc(S(=O)(=O)N2CCCCC2)cc1,0.9,0.88,1.1,1,-6,2,-4,5,0.9,0.9
CN(C)S(=O)(=O)c1ccc(NC(=O)N2CCN(c3ccccc3Cl)CC2)cc1,0.9,0.74,1.1,1,-6,-4,-22,0,0.9,0.9
O=C(COc1ccc2c(C(F)(F)F)cc(=O)oc2c1)NCc1cccs1,1.1,0.91,1,1,1,0,-6,-12,1,1
O=C(c1cc2ccccc2oc1=O)N(Cc1cccs1)Cc1cccs1,0.9,0.89,1,0.9,-2,5,-2,9,0.9,1
CCOC(=O)C1=C(C)OC(N)=C(C#N)C1c1cc(Cl)c(OCC(N)=O)c(OC)c1 (configuration not stated),0.9,1.3,1.1,1,-8,0,-4,-4,0.9,0.9
O=C(Nc1ccc(Oc2ccc(C(F)(F)F)cn2)c(Cl)c1)C1CC1,1.1,0.95,1,1,-2,4,4,6,1.2,1
c1ccc(CCN2CCN(c3ncnc4c3cnn4-c3ccccc3)CC2)cc1,0.9,0.96,1,1.1,-2,-7,-10,-1,1.1,0.9
CCn1c(COc2ccc3c(c2)OCO3)nnc1SCC(=O)O,1.4,1.2,1,1.1,3,-5,-1,4,0.9,1.5
CCOc1cc(C2CC(=O)NC(SCC)=C2C#N)ccc1O (configuration not stated),0.9,1.1,1,1,-4,-3,-15,-11,1,0.5
C#CCOCCOCCOCCNc1nc(N2CCN(C(=O)[C@H](CCC(=O)O)n3cc(C(N)CC(C)C)nn3)CC2)nc(N2CCN(C(=O)[C@H](CCC(=O)O)n3cc(C(N)[C@H](C)CC)nn3)CC2)n1 (some centres not stated),1.2,1.3,1.1,1.1,-6,-8,-11,30,1.1,1.4
O=C(CCCCCN1C(=O)c2cccc3cccc(c23)C1=O)NCCO,1.1,1.3,0.9,1,5,-3,-10,-2,1,1.1
CCn1c(NC(=O)C(C)C)c2ccccc2nc1=O,0.9,1.2,1.1,1,-7,-3,-11,8,1,1
O=C(CN1N=C(c2ccccc2)CCC1=O)NCc1cccs1,1,1.1,1,1,-3,-1,-10,-11,1,0.9
COc1cccc(CN2CCNC(=O)C2CC(=O)NCCOc2cccnc2)c1OC (configuration not stated),1,1,1,1,2,-5,-8,-8,1.1,0.8
CCn1c(=O)cc(NC2=NCC(C)CN2c2cccc(Cl)c2)n(C)c1=O (configuration not stated),1,0.9,1.1,1.1,-11,-6,5,1,1,0.9
O=C(CSc1nnc(-c2ccco2)n1Cc1ccccc1)OC1CCCCC1,0.9,3.2,0.9,1.1,14,-6,-13,17,1.1,0.9
O=C(CCN1C(=O)c2ccccc2C1=O)Oc1ccc2ccccc2c1,0.9,1.1,1,1.1,-2,-8,-12,3,0.9,0.9
COC(=O)c1ccc2nc(C(F)(F)F)[nH]c2c1,1.1,1.1,1,1.1,-1,-9,6,5,1,0.8
CCOP(=O)(OCC)C(Nc1ccccc1)c1ccco1 (configuration not stated),1.1,1.1,1.1,1,-7,-3,-14,7,1,1.1
CC1CCCCC1NC(=S)NC(=O)c1sc2ccccc2c1Cl (configuration not stated),0.9,x,1,1,-3,-4,10,-10,0.9,0.8
COc1ccccc1CNC(=O)c1cccc2c1C(=O)N(Cc1cccnc1)C2,1,0.9,1,1,-3,-1,-4,0,1,1
O=C(CSc1nc2ccsc2c(=O)n1NC(=O)c1ccccc1)NCc1ccco1,1,1.6,1.1,1,-8,0,3,52,1,1
Cc1cc(C)nc(N2CCCC(C(=O)NCCc3ccccc3F)C2)n1 (configuration not stated),1,1.1,1.1,1.1,-5,-9,-15,13,1,1
CN(C)/C=C1/N=C(c2ccccc2)OC1=O,1,1.4,1.1,1.1,-9,-5,-4,-6,0.9,1
Cc1cccc(C2c3[nH]c4ccccc4c3CCN2C(=O)c2noc3c2CCCC3)n1 (configuration not stated),0.9,0.8,1.1,1.1,-9,-7,-7,6,1,0.8
CCc1nnc(NC(=O)CSc2n[nH]c(-c3ccccc3O)n2)s1,0.9,1.1,1,1.1,-1,-7,-118,44,1.3,0.9
Clc1ccccc1OCCCCN1CCCC1,1,1.4,1.1,1.1,-6,-6,-11,-10,1,1.1
O=C(CSc1nc2ccccc2c(=O)[nH]1)N1CCCCCC1,0.9,1.4,1,1.1,-2,-6,-11,26,0.9,1
COc1ccc(OC)c(C(c2nnnn2Cc2ccccc2)N2CCC(C(N)=O)CC2)c1 (configuration not stated),1.1,1,1,1,-1,-3,-10,-2,1,1.1

# An excerpt from above with just PMI activator, FLuc stim CS and PMI act satM6P.
smiles | PMI activator | FLuc stim CS | PMI act satM6P
COc1ccccc1CNC(=O)c1cccc2c1C(=O)N(Cc1cccnc1)C2 | 1 | 1 | 1
CC1CCCCC1NC(=S)NC(=O)c1sc2ccccc2c1Cl (configuration not stated) | 0.9 | 1 | 0.8
Cc1cc(C)nc(N2CCCC(C(=O)NCCc3ccccc3F)C2)n1 (configuration not stated) | 1 | 1.1 | 1
COC(=O)c1ccc2nc(C(F)(F)F)[nH]c2c1 | 1.1 | 1 | 0.8

# Later entries
SMILES,PMI activator,NF-kB neuron act,FLuc stim CS,TNAP act hi DEA,FLuc inh counter,TNAP inh hiacc,TNAP inh no acc,APP 5'UTR act,bIAP act,PMI act satM6P
CC(=O)c1ccc(Oc2nc(-c3cccnc3)nc3ccccc23)cc1,1.1,1.1,1,1,-2,3,2,-17,1.1,1
CCN(c1ccc(NC(=O)COC(=O)c2cc3ccccc3oc2=O)cc1)C(C)C,0.9,1.4,1.1,1.1,-6,-8,-10,-5,0.9,0.8
C=CCOc1ccc(C(=O)N(Cc2ccc(N(C)C)cc2)C2CCS(=O)(=O)C2)cc1 (configuration not stated),0.9,1.2,1,1,-4,-3,-2,3,1.1,0.8
Cc1ccc2cc(CNC(C)(C)C)c(=O)[nH]c2c1,0.9,1,1,1,-4,-4,-8,9,0.8,1
Cc1nc2ccc(N=NC3=C(O)CCCC3=O)cc2s1,1,2,0.7,0.9,27,10,3,1,0.8,0.9
O=C(CN1CCN(Cc2ccccc2F)C1=O)NC1CCCC1,0.9,1.1,1,1,-2,-4,-7,17,0.9,0.9
CC(=O)Nc1cccc(-c2cnc3ccccc3n2)c1,1,2.7,0.8,1,17,0,-6,60,1,0.9
COc1ccccc1C(=O)NCC(=O)OC(C)C(=O)NC(=O)NC1CCCCC1 (configuration not stated),1,1,1,0.9,2,11,-7,23,0.9,1.1
CCN1CCCc2cc(CN(CCN3CCOCC3)C(=S)Nc3cccc(C)c3)ccc21,0.9,0.94,1,1,-1,2,-1,13,1.1,0.7
COc1ccc(OCc2nc(N)nc(Nc3ccc(C)cc3)n2)cc1,1,1.3,1,1,1,-1,-8,-14,0.9,0.9
O=c1[nH]c(CN2CCCC2)nc2sc3c(c12)CCC3,1.1,1,1,1,-4,-5,-12,-9,1,1.1
COc1ccc(/C=C2\CCOC2=O)cc1,1,1.1,1,1,-4,-4,-13,11,1,1.1
COc1ccc(OC)c(C(C)NC(C)=O)c1 (configuration not stated),1.1,0.93,1,1.1,-4,-5,-14,15,0.9,1
CCOC(=O)N1CCN(S(=O)(=O)c2ccc3c(c2)SC(C)C(=O)N3)CC1 (configuration not stated),1.1,0.88,1.1,0.9,-8,7,2,-2,1,1.1
OCCN(CCO)c1ccc2ccccc2c1,0.4,1.2,1,1,-3,-4,-8,7,1,0.3
CC1=C(C(=O)Nc2ccc(C)cn2)C(c2cnn(C)c2)C2=C(CCCC2=O)N1 (configuration not stated),0.9,1.2,1,1,-4,-4,-10,-12,1.1,0.9
CC(=O)c1c(C)[nH]c(C(=O)NCc2ccccc2Cl)c1C,1,1,1,1,-2,2,-8,5,1.2,1.1
Cc1cc([N+](=O)[O-])cc2c1NC(c1ccccn1)C1CC=CC21 (configuration not stated),1.5,x,1.1,0.9,-6,9,6,-4,0.8,1.5
COC(=O)C1CSC(C(=O)OC)N1C(=O)CN1CCN(c2ccccc2)CC1 (configuration not stated),1.1,1,1,1,-3,0,-10,-3,1.1,1.1
CCOC(=O)C(C)n1ncn2cccc2c1=O (configuration not stated),0.9,1.2,1,1,0,0,-1,26,1,0.9
O=C(CCc1ccccc1)N/N=C/c1cc(Br)ccc1O,1.2,0.82,1,1,-3,-1,-22,-8,0.9,1.3
S=C(NCc1ccc(Cl)cc1)N1CCN(c2ccccn2)CC1,1,1.3,1.1,1.1,-6,-9,-15,8,1.1,1
COCCCNC(=O)c1cc2c(s1)CS(=O)(=O)C2,1,1.3,1,1,1,-4,-12,-13,0.9,1
Cc1ccc(OCCOCCNC(C)C)c(Br)c1,1,0.91,1,1,-1,0,-7,16,1,1
O=C(NC(=S)NNS(=O)(=O)c1ccccc1)c1ccc([N+](=O)[O-])cc1,0.7,1.2,1.1,1,-9,-4,-19,-2,0.9,0.9
O=C(c1cnn2c(C(F)F)cc(-c3ccccc3)nc12)N1CCN2CCCC2C1 (configuration not stated),0.9,1.1,1,1,-4,1,-9,2,1,1
CCCNC(=S)NCCN1CCCCC1,1.1,1.4,1.1,1.1,-10,-7,-11,-3,1,1.1
Cc1ccc(NC(=O)CCSc2nnc3ccccn23)cc1,0.9,1.1,1.1,1,-5,1,-4,-2,1,0.9
CCC(=O)Nc1ccc(Cl)c(NC(=O)C(C)C)c1,0.9,1.2,1.1,1,-5,-1,-10,1,0.9,0.9
COC(=O)c1ccc(S(=O)(=O)NNC(=O)c2ccc(S(=O)(=O)N3CCCCC3)cc2)cc1,0.9,1.3,1,1,-5,1,-4,-5,1,0.9

# Taken from above.
# O=C(CCc1ccccc1)N/N=C/c1cc(Br)ccc1O | TNAP act hi DEA: 1
# Cc1ccc(NC(=O)CCSc2nnc3ccccn23)cc1 | FLuc inh counter: -5

# (continued)
SMILES,PMI activator,NF-kB neuron act,FLuc stim CS,TNAP act hi DEA,FLuc inh counter,TNAP inh hiacc,TNAP inh no acc,APP 5'UTR act,bIAP act,PMI act satM6P
Cc1cccc(NC(=O)Cn2c(=O)n(Cc3ccco3)c(=N)c3c4c(sc32)COC(C)(C)C4)c1,1.1,0.88,1.1,1.1,-9,-9,-1,1,1,1
N#CCCN(Cc1cccnc1)C(=S)NC(=O)c1ccc(S(=O)(=O)N2CCCC2)cc1,1,0.96,1.1,1.1,-7,-5,-5,13,1.2,0.9
CCn1c(CNc2ccc(C(=O)O)cc2)nc2ccccc21,0.8,0.96,1,1,-4,0,-8,-12,0.9,0.8
CCOc1ncccc1C(=O)N1CCN(c2cccc(C)c2C)CC1,1,3.9*,1.1,1,-5,-2,-3,-95,1.1,1
N#CCSc1nnc(Cc2cccs2)n1C1CCCCC1,1,1.1,1,1,-2,1,-8,0,1,1
COCCn1c(SCC(=O)NC(=O)NC(C)C)nc2ccccc21,1,0.95,1.1,1,-7,-4,-1,-19,0.9,1
